Source: PubChem BioAssay
MT1-MMP txn act = MT1-MMP promoter transcription activation | HT1080 MT1-MMP promoter luciferase reporter, luminescence, overnight; hits give high values | activation factor at 10 µM | hit rate 0.16% among 86,000 | AID 750;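 active = activation factor of at least 2 for MT1-MMP transcription at 10 µM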
CD11b adhes enh = enhancers of human CD11b/CD18 binding to fibrinogen; K562 CD11b/CD18 adhesion to fibrinogen, ATPlite luminescence; hit rate 0.07% among 93,000; P05107+P11215; activation, % at 10 µM;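 active = 10 µM primary screen giving 50% or more activity, confirmed by 40% or more on retest at that dose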; also: strong numbers were not always called active; reference of the scale not given here
Target sequence (P05107 whole entry, looked up, other chains not shown): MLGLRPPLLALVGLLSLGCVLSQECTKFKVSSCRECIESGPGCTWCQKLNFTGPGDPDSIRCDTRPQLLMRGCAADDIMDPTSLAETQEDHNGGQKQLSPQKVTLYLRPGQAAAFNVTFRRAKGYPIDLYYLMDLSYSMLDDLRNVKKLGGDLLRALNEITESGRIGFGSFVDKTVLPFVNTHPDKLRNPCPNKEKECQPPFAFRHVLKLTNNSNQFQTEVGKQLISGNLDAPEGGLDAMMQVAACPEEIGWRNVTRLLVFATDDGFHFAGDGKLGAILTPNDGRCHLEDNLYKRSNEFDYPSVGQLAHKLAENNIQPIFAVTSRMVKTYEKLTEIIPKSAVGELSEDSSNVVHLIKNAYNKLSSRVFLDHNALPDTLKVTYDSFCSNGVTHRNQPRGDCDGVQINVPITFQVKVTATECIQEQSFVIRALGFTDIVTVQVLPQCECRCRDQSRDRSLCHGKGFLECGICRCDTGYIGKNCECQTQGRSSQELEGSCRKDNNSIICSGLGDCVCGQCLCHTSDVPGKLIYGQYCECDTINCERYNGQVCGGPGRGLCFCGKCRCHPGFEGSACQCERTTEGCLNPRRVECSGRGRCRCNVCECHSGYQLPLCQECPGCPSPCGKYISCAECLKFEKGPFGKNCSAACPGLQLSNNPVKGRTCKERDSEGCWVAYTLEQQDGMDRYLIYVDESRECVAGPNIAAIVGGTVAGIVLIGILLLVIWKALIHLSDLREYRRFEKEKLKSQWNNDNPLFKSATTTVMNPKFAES
CD11b adhes inh = inhibitors of human CD11b/CD18 binding to fibrinogen; P05107+P11215; K562 CD11b/CD18 adhesion to fibrinogen, ATPlite luminescence; Mn2+ added to activate the integrin; inhibition, % at 10 µM; hit rate 0.54% among 93,000; AID 1497;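 active = primary inhibition of 50% or more at 10 µM, then 40% or more on retest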; also: some results filed as inactive read as strong as hits
An asterisk follows results filed as active; . = not tested or not shown. These rows are one share of the data, so the mix of outcomes need not match the whole.

Compound: COc1cc(CC(=O)OCC(=O)Nc2cc([N+](=O)[O-])ccc2F)cc(OC)c1OC
  MT1-MMP txn act: .; CD11b adhes enh: 2; CD11b adhes inh: 17
Compound: O=C(CC(Nc1ccc(F)cc1)c1ccccc1)c1ccccc1 (centres undefined)
  MT1-MMP txn act: .; CD11b adhes enh: 1; CD11b adhes inh: 17
Compound: CCOC(=O)c1ccccc1NC(=O)Cn1c(=O)n(Cc2ccccc2)c(=O)c2c(C)c(C)sc21
  MT1-MMP txn act: .; CD11b adhes enh: 0; CD11b adhes inh: -18
Compound: CN(C(=O)COC(=O)C(Cc1ccccc1)NC(=O)c1ccccc1)c1ccccc1 (centres undefined)
  MT1-MMP txn act: .; CD11b adhes enh: 5; CD11b adhes inh: 2
Compound: O=S(=O)(c1ccc(F)cc1)c1nc(-c2ccco2)oc1Nc1ccc(F)cc1
  MT1-MMP txn act: .; CD11b adhes enh: 8; CD11b adhes inh: -9
Compound: CC(NCc1ccc2c(c1)OCO2)C(=O)N1CCc2ccccc21 (centres undefined)
  MT1-MMP txn act: .; CD11b adhes enh: -2; CD11b adhes inh: -1
Compound: Cc1cc(=O)oc2cc(OCC(=O)N/N=C/c3ccccc3[N+](=O)[O-])ccc12
  MT1-MMP txn act: .; CD11b adhes enh: 129; CD11b adhes inh: -20
Compound: CCOC(=O)C1=C(C)OC(N)=C(C#N)C1c1ccc(OC)c(CSc2ccccn2)c1 (centres undefined)
  MT1-MMP txn act: .; CD11b adhes enh: 2; CD11b adhes inh: 28
Compound: Cc1ccc(OC(=O)c2cccc([N+](=O)[O-])c2)c(-n2nc3ccccc3n2)c1
  MT1-MMP txn act: .; CD11b adhes enh: 3; CD11b adhes inh: 22
Compound: Cc1c(Cl)cccc1NC(=O)CNc1cccc(C(F)(F)F)c1
  MT1-MMP txn act: .; CD11b adhes enh: -1; CD11b adhes inh: 7
Compound: COc1ccc(C2=NN(C(=O)CSc3ncccn3)C(c3ccc(C)cc3)C2)cc1 (centres undefined)
  MT1-MMP txn act: .; CD11b adhes enh: 0; CD11b adhes inh: 36
Compound: COc1ccc(C(CCN(Cc2ccc(OC)c(OC)c2)C(C)=O)c2ccccc2)cc1 (centres undefined)
  MT1-MMP txn act: .; CD11b adhes enh: -5; CD11b adhes inh: 14
Compound: COc1cc(/C=C2\SC(=S)N(CC(=O)Nc3ccccn3)C2=O)cc(OC)c1OC
  MT1-MMP txn act: .; CD11b adhes enh: 37; CD11b adhes inh: 10
Compound: COc1ccc(CNc2nc(C)c([N+](=O)[O-])c(C)c2C#N)cc1
  MT1-MMP txn act: .; CD11b adhes enh: -1; CD11b adhes inh: 6
Compound: OCCCCNCc1ccc(OCc2ccccc2)cc1
  MT1-MMP txn act: .; CD11b adhes enh: 6; CD11b adhes inh: -24
Compound: COc1ccc(N/C(C)=C/C(=S)Nc2ccccc2)cc1
  MT1-MMP txn act: .; CD11b adhes enh: 2; CD11b adhes inh: 0
Compound: COc1ccc(/C=C2/SC(=O)N(CCC(=O)Nc3ccc(S(=O)(=O)Nc4nccs4)cc3)C2=O)cc1
  MT1-MMP txn act: .; CD11b adhes enh: 2; CD11b adhes inh: 1
Compound: COc1cc(C(=O)Oc2ccccc2/C=N/NC(=O)c2ccc(C)c(Cl)c2)cc(OC)c1OC
  MT1-MMP txn act: .; CD11b adhes enh: 11; CD11b adhes inh: -20
Compound: CCCCC1N2CC3([N+](=O)[O-])CN1CC([N+](=O)[O-])(C2)C3(C)C (centres undefined)
  MT1-MMP txn act: .; CD11b adhes enh: 8; CD11b adhes inh: -3
Compound: Cc1nc2cc(C(=O)OCC(=O)Nc3cccc(Cl)c3)ccc2n1-c1ccccc1
  MT1-MMP txn act: .; CD11b adhes enh: 6; CD11b adhes inh: 9
Compound: Cc1cc(C(=O)NP(=O)(N2CCOCC2)N2CCOCC2)c(C)n1-c1ccc(Br)cc1
  MT1-MMP txn act: .; CD11b adhes enh: 1; CD11b adhes inh: 1
Compound: CCN(CC)S(=O)(=O)c1cccc(NC(=O)COc2ccc(Cl)cc2Br)c1
  MT1-MMP txn act: .; CD11b adhes enh: -1; CD11b adhes inh: 54
Compound: CCOC(=O)C(=O)Nc1cc([N+](=O)[O-])ccc1C
  MT1-MMP txn act: .; CD11b adhes enh: -2; CD11b adhes inh: 0
Compound: Cc1cc(C)cc(NC(=O)CSc2nc3c(oc4ccccc43)c(=O)n2-c2ccccc2)c1
  MT1-MMP txn act: .; CD11b adhes enh: 57; CD11b adhes inh: -14
Compound: O=C1c2cccc3cccc(c23)C(=O)N1CCN1CCN(CC(O)COc2ccccc2)CC1 (centres undefined)
  MT1-MMP txn act: .; CD11b adhes enh: 0; CD11b adhes inh: -3

Compound: COc1ccc(OCC(=O)N/N=C(/C)Cc2ccccc2)cc1
  MT1-MMP txn act: .; CD11b adhes enh: 1; CD11b adhes inh: -19
Compound: CSc1cccc(NC(=O)CSc2ncccc2C(=O)Oc2cccc([N+](=O)[O-])c2)c1
  MT1-MMP txn act: .; CD11b adhes enh: 9; CD11b adhes inh: 19
Compound: CN(/C(=N/S(=O)(=O)c1cccs1)c1ccccc1)c1ccccc1
  MT1-MMP txn act: .; CD11b adhes enh: 1; CD11b adhes inh: 2
Compound: CN(C)C(=S)Nc1ccc2ccccc2c1
  MT1-MMP txn act: .; CD11b adhes enh: 1; CD11b adhes inh: 1
Compound: Cc1ccc(N(CCCCN2C(=O)c3ccccc3C2=O)C(=O)c2ccc(Cl)s2)cc1
  MT1-MMP txn act: .; CD11b adhes enh: -3; CD11b adhes inh: 10
Compound: Cc1[nH]n(-c2ncc(-c3ccc(Cl)cc3)s2)c(=O)c1C(c1ccc(Cl)cc1)C(C#N)C#N (centres undefined)
  MT1-MMP txn act: .; CD11b adhes enh: 0; CD11b adhes inh: -15
Compound: CC(Oc1ccc2oc3ccccc3c2c1)C(=O)NC12CC3CC(CC(C3)C1)C2 (centres undefined)
  MT1-MMP txn act: .; CD11b adhes enh: -2; CD11b adhes inh: 4
Compound: O=C(CSCc1ccccc1Br)N/N=C/c1ccc(OCC(=O)N2CCCCC2)cc1
  MT1-MMP txn act: .; CD11b adhes enh: -1; CD11b adhes inh: 22
Compound: COc1ccc(-c2cc(C3CC3)nc(SCC(=O)c3cccs3)c2C#N)cc1
  MT1-MMP txn act: .; CD11b adhes enh: 82; CD11b adhes inh: -10
Compound: CC(C)(C)c1ccc(OCC(O)CN(CCO)CC(O)Cn2ccc3ccccc32)cc1 (centres undefined)
  MT1-MMP txn act: .; CD11b adhes enh: 2; CD11b adhes inh: -35
Compound: CC(Oc1ccc(Br)cc1)C(=O)Nn1c(=S)[nH]c2ncccc2c1=O (centres undefined)
  MT1-MMP txn act: .; CD11b adhes enh: 4; CD11b adhes inh: -3
Compound: O=C(Nc1nnc(CSCc2ccccc2F)s1)c1cccc([N+](=O)[O-])c1
  MT1-MMP txn act: .; CD11b adhes enh: -3; CD11b adhes inh: 8
Compound: COc1cc(/C=N/NC(=O)c2ccc(=O)[nH]n2)ccc1O
  MT1-MMP txn act: .; CD11b adhes enh: 1; CD11b adhes inh: 16
Compound: COc1ccc(CCN2C(=O)NC(NC(=O)C(C)(C)C)(C(F)(F)F)C2=O)cc1OC (centres undefined)
  MT1-MMP txn act: .; CD11b adhes enh: -2; CD11b adhes inh: -2
Compound: O=C(CSc1nc2ccc([N+](=O)[O-])cc2[nH]1)NC1CCCC1
  MT1-MMP txn act: .; CD11b adhes enh: -4; CD11b adhes inh: 26
Compound: CCn1cc[n+](C)c1P(c1ccccc1)c1ccccc1
  MT1-MMP txn act: .; CD11b adhes enh: -1; CD11b adhes inh: 6
Compound: C/C(=N\NC(=O)COc1ccc(C)cc1C(C)C)c1cc2ccccc2o1
  MT1-MMP txn act: .; CD11b adhes enh: -5; CD11b adhes inh: 75
Compound: Fc1ccc(CSc2ccc(-c3cccs3)nn2)cc1
  MT1-MMP txn act: .; CD11b adhes enh: 1; CD11b adhes inh: 16
Compound: Cc1nc(Nc2ccc(Cl)cc2Cl)sc1C(=O)Nc1ccccc1
  MT1-MMP txn act: .; CD11b adhes enh: -3; CD11b adhes inh: -8
Compound: O=C(Cn1c(-c2ccccc2Cl)nc2ccccc21)Nc1cccc(Cl)c1
  MT1-MMP txn act: .; CD11b adhes enh: -5; CD11b adhes inh: 38
Compound: Cc1ccc(NC(=O)c2ccc(OC(F)(F)F)cc2)cc1S(=O)(=O)N(C)C
  MT1-MMP txn act: .; CD11b adhes enh: -1; CD11b adhes inh: 5
Compound: Cc1ccc2nc(NC(=O)c3cc(-c4ccco4)nc4ccccc34)sc2c1
  MT1-MMP txn act: .; CD11b adhes enh: 46; CD11b adhes inh: 42
Compound: O=C(N/N=C/c1ccc[nH]1)c1cccc([N+](=O)[O-])c1
  MT1-MMP txn act: .; CD11b adhes enh: -2; CD11b adhes inh: -3
Compound: COc1ccc(CC(=O)NNc2ncnc3c2cnn3-c2ccc(C)cc2)cc1OC
  MT1-MMP txn act: .; CD11b adhes enh: 3; CD11b adhes inh: -13
Compound: COc1cc(C)c(NC(=S)Nc2ccc(Cl)c(Cl)c2)cc1OC
  MT1-MMP txn act: .; CD11b adhes enh: -10; CD11b adhes inh: 104

Compound: CCOC(=O)c1c(NC(=S)NC(=O)/C=C/c2cccs2)sc(C)c1C
  MT1-MMP txn act: .; CD11b adhes enh: 9; CD11b adhes inh: 6
Compound: O=C(c1ccccc1)N1CCN=C1SCc1ccc([N+](=O)[O-])cc1
  MT1-MMP txn act: .; CD11b adhes enh: 0; CD11b adhes inh: 16
Compound: COC(=O)/C=c1/s/c(=C(/C#N)C(=O)N2CCCCC2)n(-c2ccccc2)c1=O
  MT1-MMP txn act: 1.1; CD11b adhes enh: 1; CD11b adhes inh: 7
Compound: Nc1c(Br)cc2oc(-c3ccccc3)nc2c1Br
  MT1-MMP txn act: 2*; CD11b adhes enh: 55; CD11b adhes inh: 22
Compound: O=C(NCCN1CCN(c2ccccc2)CC1)c1cccn2c(=O)c3ccccc3nc12
  MT1-MMP txn act: 1.1; CD11b adhes enh: 0; CD11b adhes inh: 4
Compound: Clc1ccc2nc(N3CCCCC3)sc2c1
  MT1-MMP txn act: 1.8; CD11b adhes enh: -2; CD11b adhes inh: 8
Compound: Cc1c(NC(=O)CN2c3cccc4cccc(c34)S2(=O)=O)c(=O)n(-c2ccccc2)n1C
  MT1-MMP txn act: 1.3; CD11b adhes enh: -4; CD11b adhes inh: -7
Compound: CCN(CC)CCN1C(=O)C(=O)/C(=C(/O)c2ccc(F)cc2)C1c1cccnc1 (centres undefined)
  MT1-MMP txn act: 1.2; CD11b adhes enh: 6; CD11b adhes inh: 1
Compound: COc1ccc(C(O)C(CC(=O)NCCCOC(C)C)C(=O)NCCCOC(C)C)cc1OC (centres undefined)
  MT1-MMP txn act: 1.1; CD11b adhes enh: 2; CD11b adhes inh: 19
Compound: Cc1c2cnn(CC(=O)N3CCN(c4ncccn4)CC3)c(=O)c2c(C)n1Cc1ccc(F)cc1
  MT1-MMP txn act: 1.1; CD11b adhes enh: -5; CD11b adhes inh: 17
Compound: CN(CCCCCNC(=O)/C=N/O)Cc1ccccc1
  MT1-MMP txn act: 1.3; CD11b adhes enh: 11; CD11b adhes inh: -4
Compound: Fc1ccccc1-c1nc(N2CCCCC2)c2ccccc2n1
  MT1-MMP txn act: 0.9; CD11b adhes enh: 10; CD11b adhes inh: 0
